Screens (PubChem BioAssay)
Rac1 wt modul = alters GTP binding to wildtype human Rac1. P63000. GST-Rac1 beads, fluorescent GTP binding, flow cytometry; actives lie on both sides; 0 = cold GTP competed, 100 = untreated. GTP binding activity (% of control), % at 10 µM. 190,000 compounds, 0.27% hits. AID 757;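 active means GTP binding activity at least 20 points away from the 100% control level, either lower or higher; inconclusive means compound flagged as likely green fluorescent, judged across all proteins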
Mcl1-Noxa inh = Mcl-1/Noxa interaction inhibition; TR-FRET Mcl-1/Noxa peptide binding, 2 h; 220,000 compounds, 1.5% hits; inhibition, % at 21.7 µM; AID 1022;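 active means compounds that cut the protein-peptide binding signal by more than 50% relative to plate controls in a single-dose test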;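 further: His-tagged Mcl-1 with rhodamine Noxa BH3 peptide and terbium anti-His antibody; 0% = Mcl-1 plus Noxa peptide wells and 100% = peptide-only wells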
Target sequence (Q07820 whole entry, looked up): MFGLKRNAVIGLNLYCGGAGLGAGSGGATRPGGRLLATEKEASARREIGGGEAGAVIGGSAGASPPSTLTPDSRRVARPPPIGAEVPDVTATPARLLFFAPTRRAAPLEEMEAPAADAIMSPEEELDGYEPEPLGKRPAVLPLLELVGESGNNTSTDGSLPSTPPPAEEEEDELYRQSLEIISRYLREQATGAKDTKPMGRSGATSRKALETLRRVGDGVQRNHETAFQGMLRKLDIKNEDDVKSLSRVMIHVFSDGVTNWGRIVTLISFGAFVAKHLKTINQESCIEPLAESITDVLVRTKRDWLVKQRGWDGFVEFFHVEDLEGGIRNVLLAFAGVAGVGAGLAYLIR
Cdc42 wt GTP = human Cdc42 wildtype GTP binding change, either direction; P60953; GST-Cdc42 beads, Bodipy-GTP binding, flow cytometry; actives lie on both sides; percent activity (GTP binding), % at 10 µM; 190,000 compounds, 0.2% hits; AID 761;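 active means percent activity GTP binding at least 20 points away from the 100% baseline, either down as inhibitor or up as activator; inconclusive means compound flagged as likely green fluorescent from well-wide comparison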;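 further: median bead fluorescence of bound Bodipy-FL-GTP at 100 nM; 0% = excess unlabeled GTP control and 100% = no compound control; below 100% means less GTP binding so inhibitor and above means activator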
Target sequence (P60953 whole entry, looked up): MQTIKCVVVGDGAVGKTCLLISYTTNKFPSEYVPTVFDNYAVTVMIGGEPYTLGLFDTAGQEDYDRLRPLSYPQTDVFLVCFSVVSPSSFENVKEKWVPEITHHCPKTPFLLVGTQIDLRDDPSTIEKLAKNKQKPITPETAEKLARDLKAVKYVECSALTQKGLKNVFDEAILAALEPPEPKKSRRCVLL
Rac1 mut GTP = alters GTP binding to activated mutant human Rac1. P63000. 190,000 compounds, 0.11% hits. percent activity (GTP binding), % at 10 µM. GST-Rac1 activated beads, fluorescent GTP binding, flow cytometry; actives lie on both sides; 100% means binding = to untreated wells;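 active means GTP binding at least 20 percentage points away from the 100% baseline, in either direction, so actives lie on both sides; inconclusive means Compound likely fluorescent itself, or too few beads counted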
Pf gametocyte = P. falciparum stage V gametocyte viability inhibition; AID 743093; 150,000 compounds, 0.065% hits; inhibition, % at 10.9 µM; P. falciparum stage V gametocytes, ATP luminescence, 24 h;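 active means inhibition above the mean plus 3 SD of compounds within the control limits, set per campaign, cut at about 38% in these data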;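 further: 0% = DMSO wells and 100% = medium only without gametocytes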
Rab7 wt GTP bind = dog Rab7 wildtype GTP binding, inhibitors and activators; GST-Rab7 beads, fluorescent GTP binding, flow cytometry; actives lie on both sides; untreated = 100%, excess cold GTP = 0%; GTP binding activity (percent of control), % at 10 µM; 190,000 compounds, 0.055% hits; AID 758;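 active means fluorescent GTP binding to Rab7 beads changed by at least 20 points from the 100% baseline, either direction, mostly lower; inconclusive means compound itself probably fluorescent, or too few beads counted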;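 further: median green fluorescence of bound Bodipy-FL-GTP per Rab7 bead population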
HRas wt GTP bind = modulators of GTP binding to human HRas wildtype; P01112; GST-Ras wt beads, Bodipy-FL-GTP binding, flow cytometry; actives lie on both sides; GTP binding activity, % at 10 µM; 190,000 compounds, 0.14% hits; AID 759;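 active means GTP binding activity at least 20% away from the 100% baseline, either lowered as inhibitor or raised as activator; inconclusive means flagged as likely green fluorescent, judged across all proteins in the well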;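 further: 0% = unlabeled GTP competition control and 100% = no-compound control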
Target sequence (P01112 whole entry, looked up): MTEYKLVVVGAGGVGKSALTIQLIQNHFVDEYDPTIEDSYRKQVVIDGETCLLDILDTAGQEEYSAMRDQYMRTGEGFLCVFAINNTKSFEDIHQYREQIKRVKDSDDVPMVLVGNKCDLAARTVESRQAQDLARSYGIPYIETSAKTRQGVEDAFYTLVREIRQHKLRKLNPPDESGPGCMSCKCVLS
Rab2 wt GTP = changes GTP binding to wildtype dog Rab2A, up or down; GTP binding activity, % at 10 µM; P61105; 190,000 compounds, 0.19% hits; GST-Rab2 wt beads, Bodipy-GTP binding, flow cytometry;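 active means GTP binding activity at least 20 points away from 100%, either lowered or raised; inconclusive means signal likely due to the compound's own green fluorescence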;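 further: 0% = beads with excess unlabeled GTP and 100% = no-compound control corrected for plate trend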
Avidin bead fluor = compound fluoresces at 488/530 nm on avidin beads. compound fluorescence 488/530 nm, flow cytometry; hits give high values. fluorescence (KMESF) at 10 µM. AID 1775. 220,000 compounds, 0.38% hits; in the data active means fluorescence above about 47; further: inactives centre near 10
Mcl-1 Bim block = inhibitors of Bim-Mcl-1 interaction, human; Q07820; inhibition, % at 10 µM; 190,000 compounds, 0.1% hits; Bead-based flow cytometry, Bim peptide-Mcl-1 binding; in the data active means inhibition above about 40%;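 further: 0% = no compound tracer wells and 100% = peptide blocker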
Mcl1 Bid PPI = disrupts binding of human Mcl-1 to Bid peptide. AID 1021. 220,000 compounds, 0.97% hits. Q07820. TR-FRET Mcl-1/Bid-Dy647 peptide binding, 1536-well. inhibition, % at 21.7 µM;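 active means compounds that cut the binding signal by more than half at the single screening dose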;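 further: His-tagged Mcl-1 with europium anti-His antibody binding Bid BH3 peptide; 0% = Mcl-1 plus peptide wells and 100% = peptide-only wells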
Numbers without * were called inactive; ? = inconclusive; nt = no result given.

SMILES | Rac1 wt modul | Mcl1-Noxa inh | Cdc42 wt GTP | Rac1 mut GTP | Pf gametocyte | Rab7 wt GTP bind | HRas wt GTP bind | Rab2 wt GTP | Avidin bead fluor | Mcl-1 Bim block | Mcl1 Bid PPI
COCCSc1nnc(NC(=O)CSc2ccccc2)s1 | 110 | 8 | 105 | 101 | nt | 100 | 102 | 102 | 34 | -4 | 6
C=CCn1c(=O)c(C(=O)Nc2cccnc2)c(O)c2ccccc21 | 98 | 8 | 100 | 92 | -3 | 93 | 97 | 98 | 7 | 0 | -6
COc1ccc(C2=NOC3(CC(=O)N(c4ccc(C)cc4)C3=O)C2)cc1 (configuration not stated) | 102 | 6 | 107 | 97 | nt | 112 | 106 | 105 | 16 | 0 | -29
CCN(CC)S(=O)(=O)c1ccc(C(=O)NCc2n[nH]c(=S)n2-c2ccc(Cl)c(Cl)c2)cc1 | 96 | 13 | 94 | 93 | -5 | 102 | 98 | 95 | 16 | 0 | -27
CCn1cc(/C=C/C(=O)c2ccc(O)cc2)c(C)n1 | 96 | -5 | 95 | 96 | 4 | 103 | 96 | 98 | 8 | 0 | -18
CCOc1ccc(OCC)c(S(=O)(=O)N2CCCCC2)c1 | 103 | -9 | 100 | 97 | nt | 98 | 99 | 100 | 36 | -3 | -8
Oc1cccc(NC(=S)Nc2cccnc2)c1 | 100 | -2 | 101 | 100 | -7 | 97 | 100 | 99 | 12 | 2 | -65
CCCSc1nc2cc(OC)c(OC)cc2c(=N)n1CCCN1CCOCC1 | 100 | 20 | 101 | 95 | 11 | 97 | 99 | 100 | 9 | 0 | -13
C=CCOc1c(Br)cc(CNc2ccc(NC(=O)C(C)C)c(OC)c2)cc1OCC | 102 | 26 | 96 | 97 | 2 | 96 | 98 | 96 | 2 | -2 | -9
COc1ccc(NC(=O)CC2C(=O)N(c3cccc(C)c3)C(=O)N2C2CCCCC2)cc1 (configuration not stated) | 104 | 0 | 104 | 101 | nt | 101 | 102 | 101 | 38 | -5 | -1
CS(=O)(=O)Nc1ccc(S(=O)(=O)NC2CCCCC2)cc1 | 97 | 8 | 96 | 96 | nt | 99 | 95 | 99 | 7 | 0 | -18
COc1cc2c(cc1OC)C(=O)Cc1ccc3c(c1CN(C)CC2)OCO3 | 102 | -26 | 99 | 97 | nt | 105 | 99 | 100 | 7 | -2 | -11

4 structures already listed, sorted by length of the SMILES, highest first:
SMILES | Rac1 wt modul | Mcl1-Noxa inh | Cdc42 wt GTP | Rac1 mut GTP | Pf gametocyte | Rab7 wt GTP bind | HRas wt GTP bind | Rab2 wt GTP | Avidin bead fluor | Mcl-1 Bim block | Mcl1 Bid PPI
COc1cc2c(cc1OC)C(=O)Cc1ccc3c(c1CN(C)CC2)OCO3 | 102 | -26 | 99 | 97 | nt | 105 | 99 | 100 | 7 | -2 | -11
CS(=O)(=O)Nc1ccc(S(=O)(=O)NC2CCCCC2)cc1 | 97 | 8 | 96 | 96 | nt | 99 | 95 | 99 | 7 | 0 | -18
CCOc1ccc(OCC)c(S(=O)(=O)N2CCCCC2)c1 | 103 | -9 | 100 | 97 | nt | 98 | 99 | 100 | 36 | -3 | -8
COCCSc1nnc(NC(=O)CSc2ccccc2)s1 | 110 | 8 | 105 | 101 | nt | 100 | 102 | 102 | 34 | -4 | 6

(more compounds)
SMILES | Rac1 wt modul | Mcl1-Noxa inh | Cdc42 wt GTP | Rac1 mut GTP | Pf gametocyte | Rab7 wt GTP bind | HRas wt GTP bind | Rab2 wt GTP | Avidin bead fluor | Mcl-1 Bim block | Mcl1 Bid PPI
CCOC(=O)/C(=C\Nc1ccc(OC(F)(F)F)cc1)Sc1ncc(C(F)(F)F)cc1Cl | 103 | -9 | 102 | 100 | 16 | 100 | 102 | 99 | 7 | 0 | -5
CC1SC(C)C(=O)N(CC(=O)NCc2ccc(F)cc2)C1=O (configuration not stated) | 102 | 12 | 102 | 100 | 0 | 98 | 98 | 99 | 13 | -3 | 6
Cn1cc(CN2CCC[C@H]2CO)c(-c2cccc(Cl)c2)n1 | 103 | -1 | 100 | 98 | -17 | 109 | 103 | 101 | 14 | 20 | -28
Cc1c(NC(C)c2cc(Cl)ccc2O)c(=O)n(-c2ccccc2)n1C (configuration not stated) | 103 | -7 | 100 | 100 | nt | 96 | 100 | 98 | 13 | -5 | -24
CCCCN1c2ccccc2N(CCCO)c2cc(C)nnc21 | 101 | -2 | 102 | 97 | nt | 101 | 99 | 99 | 12 | -2 | -30
COC(=O)c1c(NS(=O)(=O)c2cccs2)sc2c1CCCC2 | 88 | nt | 93 | 90 | -6 | 90 | 90 | 91 | 10 | -1 | -12
Cc1onc(-c2c(Cl)cccc2Cl)c1C(=O)c1c[nH]c(C(=O)NCC2CCCO2)c1 (configuration not stated) | 95 | 11 | 95 | 95 | nt | 100 | 98 | 98 | 10 | 0 | -13
COc1ccc(NC(=O)NC2(C(=O)N3CCCCCC3)CCCCC2)cc1 | 99 | 3 | 101 | 97 | nt | 96 | 98 | 96 | 7 | -3 | -6
CC(C)C(=O)N1CCN(c2ccccc2N)CC1 | 97 | 14 | 100 | 99 | nt | 98 | 99 | 99 | 5 | -1 | -56
CCN1C(=O)C(CC(=O)Nc2cccc(C(C)=O)c2)S/C1=N\c1ccccn1 (configuration not stated) | 104 | 2 | 101 | 99 | 2 | 99 | 99 | 98 | 5 | -1 | -7
N#Cc1ccc(NC(=O)C2CC(c3ccc(F)cc3)=NO2)cc1 (configuration not stated) | 99 | 10 | 102 | 98 | nt | 99 | 98 | 99 | 13 | -6 | -2
O=C(NC1CCN(C(=O)N2CCOCC2)CC1)c1ccccc1 | 97 | 1 | 97 | 93 | -25 | 97 | 99 | 98 | 15 | 0 | -14
COc1ccccc1N1CCSC1C(N)=O (configuration not stated) | 99 | -7 | 99 | 100 | 0 | 100 | 98 | 102 | 12 | 0 | -43
c1ccc(CNc2nc(-c3cccs3)nc3ccccc23)cc1 | ? | 9 | ? | ? | nt | ? | ? | ? | 17 | -5 | -9
CCCN(CCC)CCNC(=O)c1cc2c(=O)n(C)c3ccccc3c2n1C | 99 | 37 | 98 | 98 | nt | 101 | 100 | 100 | 6 | 0 | -12
COc1ccc(Nc2nc(-c3sc(NC(C)=O)nc3C)cs2)cc1 | 95 | 44 | 94 | 95 | nt | 96 | 95 | 93 | 2 | -1 | 19
COc1ccc(-c2cc(C(F)(F)F)nc(SCC(=O)N(C)Cc3cn(C)nc3C)n2)cc1OC | 102 | -6 | 101 | 99 | 21 | 104 | 101 | 100 | 4 | -2 | -31
CC(=O)c1c(C)[nH]c(C(=O)OCC(=O)N2CCN(S(=O)(=O)c3ccc(C)cc3C)CC2)c1C | 103 | -20 | 101 | 100 | 10 | 99 | 100 | 100 | 6 | -2 | -34
CC(=O)OC(C(=O)NCc1ccc2c(c1)OCO2)c1ccccc1Cl (configuration not stated) | 96 | 3 | 98 | 95 | nt | 96 | 96 | 96 | 18 | 0 | -1
CSc1nsc(SCC(=O)Nc2nncs2)n1 | 97 | 7 | 98 | 94 | 12 | 102 | 97 | 100 | 13 | -2 | -22
CCOC(=O)c1c(N)sc(=S)c2c1CCC2 | 96 | 57* | 97 | 94 | nt | 102 | 97 | 98 | 11 | 0 | 54*
Cc1ccccc1N1C(=O)c2cccc3c(N(C)CCO)ccc(c23)C1=O | 93 | -50 | 96 | 95 | nt | 98 | 97 | 98 | 33 | -2 | -15
CCOc1ccc2[nH]c(=O)c(CN(Cc3nnnn3CCc3ccccc3)CC3CCCO3)cc2c1 (configuration not stated) | 113 | 4 | 105 | 101 | 11 | 98 | 103 | 100 | 31 | -4 | -9
Fc1cccc(Cl)c1Cn1nnc(-c2ccc(N3CCOCC3)cc2)n1 | 106 | 9 | 104 | 101 | 15 | 102 | 101 | 102 | 5 | 9 | -10
CC1CCN(S(=O)(=O)c2ccc(Br)s2)CC1 | 104 | 8 | 101 | 99 | nt | 100 | 99 | 99 | 8 | 0 | 0
COc1ccc(N/C(=N\c2nc(C)cc(C)n2)NC(=O)C(C)C)cc1OC | 102 | 9 | 102 | 98 | -14 | 107 | 102 | 102 | 13 | 1 | -17
COc1ccc(OC)c(Nc2nc(-c3cccs3)cs2)c1 | 95 | 29 | 94 | 94 | nt | 96 | 95 | 94 | 13 | -4 | -72
COc1ccc(CNC(=O)CSc2nnnn2Cc2ccccc2)cc1 | 101 | 7 | 97 | 98 | nt | 97 | 99 | 96 | 7 | 0 | -2
O=C(Nc1ccccc1)c1ccccc1OCc1cccc([N+](=O)[O-])c1 | 97 | -4 | 93 | 94 | 17 | 91 | 94 | 92 | 12 | 0 | -20
O=C(O)CCC(=O)N1CCN(c2nc3ccccc3s2)CC1 | 100 | 17 | 104 | 101 | -14 | 105 | 105 | 105 | 11 | -1 | -3
CCOC(=O)c1c(-c2ccccc2)csc1NC(=O)CCN1C(=O)c2ccccc2C1=O | 101 | -28 | 101 | 97 | -24 | 97 | 96 | 98 | 4 | -9 | -12
COc1cc(/C=C/C(=O)N2CCOCC2)ccc1OCc1ccccc1 | 102 | 7 | 99 | 100 | nt | 99 | 101 | 97 | 3 | -1 | -15
O=C(CCCN1C(=O)/C(=C/c2ccco2)SC1=S)Nc1ccccc1 | 102 | 34 | 99 | 99 | 7 | 101 | 97 | 97 | 14 | -6 | -3
COc1ccc([N+](=O)[O-])cc1NC(=O)CC(C)c1ccccc1 (configuration not stated) | 104 | 11 | 104 | 98 | -5 | 105 | 104 | 104 | 16 | 1 | -15
Cc1ccc(S(=O)(=O)N2CCOCC2)cc1C(=O)Nc1c(C)n(C)n(-c2ccccc2)c1=O | 102 | 2 | 106 | 100 | -15 | 101 | 102 | 103 | 5 | -1 | -15

Full records from above:
`COc1ccc(N/C(=N\c2nc(C)cc(C)n2)NC(=O)C(C)C)cc1OC` across the screens: Rac1 wt modul: 102; Mcl1-Noxa inh: 9; Cdc42 wt GTP: 102; Rac1 mut GTP: 98; Pf gametocyte: -14; Rab7 wt GTP bind: 107; HRas wt GTP bind: 102; Rab2 wt GTP: 102; Avidin bead fluor: 13; Mcl-1 Bim block: 1; Mcl1 Bid PPI: -17
`O=C(CCCN1C(=O)/C(=C/c2ccco2)SC1=S)Nc1ccccc1` across the screens: Rac1 wt modul: 102; Mcl1-Noxa inh: 34; Cdc42 wt GTP: 99; Rac1 mut GTP: 99; Pf gametocyte: 7; Rab7 wt GTP bind: 101; HRas wt GTP bind: 97; Rab2 wt GTP: 97; Avidin bead fluor: 14; Mcl-1 Bim block: -6; Mcl1 Bid PPI: -3
